# Compound activity (PubChem)
# A3G deaminase: APOBEC3G (human) deaminase inhibition; recombinant A3G, ssDNA deamination FAM/TAMRA fluorescence; inhibition, % at 20 µM; 0.28% of 330,000 active;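 active = inhibition of at least 40% at 20 µM, with no more than 30% in the related APOBEC3A deaminase screen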;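 also: plate controls were DMSO wells with A3G for no effect and wells lacking A3G enzyme for full effect; some compounds called inactive have numbers as strong as hits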
# Target sequence (Q9HC16 whole entry, looked up): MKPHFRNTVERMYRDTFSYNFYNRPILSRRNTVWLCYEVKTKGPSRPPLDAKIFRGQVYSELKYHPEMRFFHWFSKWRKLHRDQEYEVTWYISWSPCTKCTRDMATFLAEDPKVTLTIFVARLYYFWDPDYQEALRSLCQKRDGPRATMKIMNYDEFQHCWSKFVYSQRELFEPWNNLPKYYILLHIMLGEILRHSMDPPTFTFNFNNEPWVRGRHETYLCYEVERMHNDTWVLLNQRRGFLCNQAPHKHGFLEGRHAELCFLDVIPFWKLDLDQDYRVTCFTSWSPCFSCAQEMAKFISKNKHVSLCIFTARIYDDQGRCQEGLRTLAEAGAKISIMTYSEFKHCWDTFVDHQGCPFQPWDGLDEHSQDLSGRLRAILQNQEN
# Apaf-1 inh: inhibitors of human Apaf-1 apoptosome; O14727; reconstituted apoptosome caspase-3 activity, DEVD-Rh110 fluorescence; inhibition, % at 20 µM; 0.71% of 330,000 active; active = inhibition of at least 40% at 20 µM;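 also: plate controls were DMSO wells for no effect and DEVD-CHO caspase inhibitor wells for full effect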
#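 Material: reconstituted apoptosome with Apaf-1, cytochrome c, caspase-9, procaspase-3, dATP; medium: pH 7.5 Hepes buffer with CHAPS, BSA, DTT; also added: cytochrome c and DEVD-Rh110 substrate; timing: 30 min plus 50 min, RT; signal: Rh110 fluorescence intensity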
# SENP1 inh: SENP1 (human) catalytic domain inhibition | Q9P0U3 | recombinant SENP1 catalytic domain, CyPet-SUMO1-YPet FRET cleavage | inhibition, % at 10 µM | 0.21% of 360,000 active;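 active = inhibition at least 30% at 10 µM, raw YFP signal under a set limit, fluorescence ratio 0.5 to 1.5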;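 also: 0% = enzyme with DMSO and 100% = no enzyme wells; some results filed as inactive read as strong as hits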
#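 Material: hSENP1 catalytic domain, recombinant; medium: Tris pH 8 with BME, BSA, NP40 and catalase; compound: single concentration of 10 µM compound, 0.5% DMSO final; technique: FRET read of cyan and yellow fluorescence; timing: 50 min enzyme reaction, room temperature, light-protected; reagent: SFCypet-SUMO1-SFYpet substrate at 25 nM; control set: no-enzyme low, enzyme-DMSO high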
# SENP6 block: SENP6 protease inhibition; Q9GZR1; Recombinant SENP6 catalytic domain, aminoluciferin luminescence; inhibition, % at 10 µM; 1.8% of 330,000 active; AID 2599;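 active = inhibition above about 50% at the single tested dose, limit read from the data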;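 also: plate controls were DMSO wells with enzyme for no effect and DMSO wells lacking enzyme for full effect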
# SENP8 block-1: inhibitors of human SENP8 protease. Q96LD8. purified SENP8, Z-RLRGG-aminoluciferin cleavage, luminescence. inhibition, % at 10 µM. 1.2% of 330,000 active. AID 2540; in the data active = inhibition above about 50%
# Target sequence (Q96LD8 whole entry, looked up): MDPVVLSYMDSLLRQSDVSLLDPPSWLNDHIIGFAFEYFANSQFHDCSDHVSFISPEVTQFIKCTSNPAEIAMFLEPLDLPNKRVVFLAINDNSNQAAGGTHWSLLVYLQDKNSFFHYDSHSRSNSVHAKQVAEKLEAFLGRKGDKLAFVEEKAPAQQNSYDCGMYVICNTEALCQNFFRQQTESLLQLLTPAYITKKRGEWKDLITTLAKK
# SENP7 inh: inhibitors of human SENP7 protease. Q9BQF6. recombinant SENP7, Z-RLRGG-aminoluciferin luminescence, 40 min. inhibition, % at 5 µM. 1.5% of 330,000 active;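 active = inhibition above about 50% at the single test dose, limit read from the data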;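 also: plate controls were DMSO with enzyme for no effect and no enzyme buffer wells for full effect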
# Target sequence (Q9BQF6 706-1050 limits assumed): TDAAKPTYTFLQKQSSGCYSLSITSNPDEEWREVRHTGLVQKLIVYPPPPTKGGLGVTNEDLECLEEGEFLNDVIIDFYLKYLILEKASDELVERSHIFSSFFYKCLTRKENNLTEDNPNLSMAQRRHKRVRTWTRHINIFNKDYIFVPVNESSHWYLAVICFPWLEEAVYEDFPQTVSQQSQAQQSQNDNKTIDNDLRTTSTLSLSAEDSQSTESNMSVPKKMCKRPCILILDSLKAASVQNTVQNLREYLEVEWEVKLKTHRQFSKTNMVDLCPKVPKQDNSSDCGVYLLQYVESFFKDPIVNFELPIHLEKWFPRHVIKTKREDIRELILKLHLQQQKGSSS
# UBC13 polyUb: human UBC13 polyubiquitination inhibition. P61088. UBC13 polyubiquitin chain formation, TR-FRET. inhibition, % at 20 µM. 0.47% of 330,000 active. AID 485273; in the data active = inhibition above about 45%, passing the limit was not always enough
# SENP8 block-2: blocks human SENP8 cleavage of Nedd8 substrate | Q96LD8 | recombinant SENP8, Nedd8 substrate fluorescence | inhibition, % at 20 µM | 0.64% of 360,000 active | AID 602440; in the data active = inhibition mostly above about 40%, no sharp cut-off; inactive = mostly below about 27%
# An asterisk follows results filed as active.
SMILES,A3G deaminase,Apaf-1 inh,SENP1 inh,SENP6 block,SENP8 block-1,SENP7 inh,UBC13 polyUb,SENP8 block-2
COc1ccc(OCC(=O)Nc2ccc(N3CCOCC3)cc2)cc1,-3.8,-19.8,1.7,-34.5,-2.0,0.4,8.1,8.5
CC(CNC(=O)COc1ccc2c(c1)OCO2)c1ccccc1 (stereo unspecified),-0.3,1.3,-2.6,-5.4,-1.9,4.4,0.6,-1.3
CC(C)C(=O)NC(Nc1ccc(S(N)(=O)=O)cc1)C(Cl)(Cl)Cl (stereo unspecified),-7.2,0.4,-0.4,-0.3,-3.1,4.8,8.0,23.6
COc1ccc(OCCn2cnc3ccccc32)cc1,-9.7,-1.2,1.1,9.0,4.2,3.2,6.0,6.6
CCOc1nc(C)ccc1-c1noc(CC)n1,-9.5,-11.8,-2.8,-1.2,6.4,-0.8,2.4,11.6
Cn1c(SCC#N)nnc1-c1cccnc1,-8.3,-2.7,0.6,-6.4,1.2,-0.1,5.7,14.9
O=C1CCC(/C=C/c2ccccc2)=NN1Cc1ccc(Cl)c(Cl)c1,-2.4,19.5,0.9,-9.6,-7.8,17.1,-0.1,11.5
O=C(COC(=O)Cn1cnc2ccccc21)Nc1ccc2c(c1)OCCO2,-5.0,-1.7,3.4,-8.9,-6.0,6.3,0.4,2.6
COc1ccc(OCCSc2nnc(-c3ccc(OC)cc3)n2N)cc1,-5.4,-3.4,-2.1,-5.4,2.1,-0.9,2.8,18.6
CCOC(=O)Cn1nc(C)c2ccccc2c1=O,-4.5,-1.8,1.9,1.4,5.4,9.7,3.9,17.8
COc1ccc(NC(=O)c2c(F)cccc2F)cc1S(=O)(=O)Nc1ccc(Br)cc1,-1.9,12.3,-1.1,7.4,-2.2,1.1,2.4,10.5
Cc1cc(C)nc(NS(=O)(=O)c2ccc(NC(=O)CCN3C(=O)c4ccccc4C3=O)cc2)n1,0.0,2.9,1.6,-3.6,8.2,-2.8,-0.5,15.2
CCCCn1c(O)c(N=Nc2ccccn2)c2ccccc21,-6.4,13.0,19.6,-10.3,-8.7,5.4,-6.5,8.4
CC1CN(C(c2cccs2)c2sc3ncnn3c2O)CC(C)O1 (stereo unspecified),-0.9,-3.9,0.5,-3.8,7.4,0.2,-13.8,10.4
NC(=O)COc1ccccc1C(=O)NC12CC3CC(CC(C3)C1)C2,-2.1,-2.5,0.7,14.5,3.6,2.8,6.0,9.6
CCOC(=O)C1=C(C)C2C3C(=O)N(c4cc(C)ccc4C)C(=O)C3C1(C)C1C(=O)N(c3cc(C)ccc3C)C(=O)C21 (stereo unspecified),-0.5,12.2,-9.3,-3.0,3.1,4.6,-6.6,10.6
COCCn1c(SCC(=O)OC(C)C)nnc1-c1ccccc1,-1.4,-19.5,1.6,-1.4,0.0,6.1,15.3,20.7
CC(C)CNC(=O)CSc1n[nH]c(=O)n1CCc1ccccc1,-4.2,1.8,0.5,4.6,-7.5,-3.5,3.3,15.9
C[C@@H]1CN(Cc2nc(-c3ccc(Cl)cc3)no2)C[C@H](C)O1,2.6,5.6,1.3,5.9,-1.4,4.0,2.9,5.7
COc1ccc(OC2CCN(S(=O)(=O)c3ccc(F)cc3)CC2)cc1,3.1,19.7,0.6,7.9,1.9,3.2,5.5,14.9

# The closing two entries of the section above open the next one:
SMILES,A3G deaminase,Apaf-1 inh,SENP1 inh,SENP6 block,SENP8 block-1,SENP7 inh,UBC13 polyUb,SENP8 block-2
C[C@@H]1CN(Cc2nc(-c3ccc(Cl)cc3)no2)C[C@H](C)O1,2.6,5.6,1.3,5.9,-1.4,4.0,2.9,5.7
COc1ccc(OC2CCN(S(=O)(=O)c3ccc(F)cc3)CC2)cc1,3.1,19.7,0.6,7.9,1.9,3.2,5.5,14.9
CC(=O)Nc1ccc(C(=O)OCC(=O)N2CCCC2=O)cc1,-5.3,13.9,0.3,-28.2,-15.5,-6.5,-5.2,5.7
CCN(Cc1ccccc1)C(=O)COC(=O)Cc1c[nH]c2ccccc12,-12.8,-4.0,-0.7,-10.8,-9.0,-9.2,-2.7,5.4
COc1ccc(NC(=O)c2cc(-c3ccc(C)cc3O)n[nH]2)c(OC)c1,-10.7,17.3,0.3,-65.8,-14.4,-14.0,3.6,21.2
CS(=O)(=O)Nc1ccccc1C(=O)N1CCCC1,-5.6,-0.1,1.3,-16.7,0.2,-4.9,8.2,16.2
CCOC(=O)Cc1csc(NC(=O)c2c(O)c3ccccc3n(CC(C)C)c2=O)n1,-8.2,10.0,0.4,-19.9,11.8,3.1,-29.9,-0.5
O=C(CS(=O)(=O)c1ccc(F)cc1)Nc1nnc(-c2cccs2)o1,-8.3,-0.2,-1.6,-16.7,-0.5,1.8,0.0,-0.9
NC(=S)c1ccc(C(N)=S)o1,0.0,0.5,-3.5,19.1,-0.4,-5.4,-18.6,34.6
COc1cccc(CNC(=O)c2ccc(Cl)c(S(=O)(=O)N3CCOCC3)c2)c1,4.9,8.7,-1.5,4.1,0.7,11.6,8.2,0.8
O=C(Cn1nnc2ccccc21)N/N=C\c1cccs1,-8.2,10.8,1.7,-9.1,-14.4,-5.5,-10.8,17.9
O=C1c2ccccc2C(Nc2cccnc2)N1Cc1ccccc1Cl (stereo unspecified),-3.0,19.5,-0.5,-14.1,-5.2,-7.3,2.9,10.5
O=C(Cc1cccc(C(F)(F)F)c1)Nc1ccc(S(=O)(=O)N2CCCC2)cc1,0.6,6.9,1.2,-6.8,13.6,-2.0,4.7,-1.3
COc1ccc(-n2nc(C(=O)NCC(=O)NCCCN3CC(C)CC(C)C3)c3ccccc3c2=O)cc1 (stereo unspecified),-15.8,7.7,2.7,-22.2,-7.2,1.6,0.5,-62.1
O=C(CCNS(=O)(=O)c1ccccc1)N1CCN(c2ccccc2F)CC1,-0.1,-5.5,2.0,3.3,6.3,-5.4,4.0,-8.0
COc1cc(C2C(C#N)=C(N)OC3=C2C(=O)CCC3)cc2c1OCO2 (stereo unspecified),1.4,10.4,0.9,12.9,1.9,8.6,-1.0,-2.6
COc1ccccc1NS(=O)(=O)c1ccc(C(=O)N2CCCC(C(F)(F)F)C2)cc1 (stereo unspecified),-9.0,18.0,0.3,-15.0,-10.6,-8.2,-8.8,4.2
CC1=C(C(=O)OC2CCCCCCC2)C(c2cc3c(cc2Br)OCO3)CC(=O)N1 (stereo unspecified),1.0,32.5,-0.5,2.8,-0.3,-1.0,5.9,14.9
CCOC(=O)C1C(=O)CC(C)(O)C(C(=O)OCC)C1c1ccc(SC)cc1 (stereo unspecified),-2.2,0.7,2.4,2.7,-11.8,-9.4,-9.5,15.7
Cn1c(/C(C#N)=C/Nc2ccccn2)nc2ccccc21,-2.9,12.5,-32.3,6.0,0.1,-0.3,3.3,-51.4
Cc1ccc(C(=O)C(OC(=O)CNS(=O)(=O)c2ccccc2)c2ccccc2)cc1 (stereo unspecified),-5.9,14.3,2.1,-8.6,6.3,0.9,-6.6,5.1
O=C(Nc1ccc(S(=O)(=O)Nc2ncccn2)cc1)c1ccccc1,-8.7,-5.1,0.3,-16.0,6.1,4.4,-0.9,5.6
CC(C)C(OC(=O)c1cccs1)C(=O)NCc1cccs1 (stereo unspecified),-3.0,10.3,0.7,-5.8,7.5,4.4,0.8,3.6
CCOc1ccc(N(CC(=O)NCc2ccc(F)cc2)S(=O)(=O)c2c(C)noc2C)cc1,0.0,4.1,0.9,-2.7,3.5,5.1,12.5,-2.7
COc1cc2[nH]c(=S)n(CCN3CCOCC3)c(=O)c2cc1OC,-2.4,-18.2,-1.3,-11.1,0.1,10.7,-3.6,8.6
N#Cc1c(-c2ccccc2)nc2n1CCS2,15.2,7.6,-0.4,-19.4,-5.7,-5.3,-11.2,5.5
Cc1ccc(C(=O)NCC(=O)OCC(=O)Nc2cc(C)c(C)cc2[N+](=O)[O-])cc1,-2.7,-6.6,2.8,6.2,-2.6,-0.8,0.8,33.3
COc1ccc(CNC(=O)c2nn(-c3ccccc3)cc2OC)cc1,-6.8,8.8,2.2,-6.5,3.5,-2.0,2.8,6.3
O=C(C1CCCCC1)N1CCN(S(=O)(=O)c2ccc(Br)cc2)CC1,-5.2,11.2,1.1,-5.8,1.5,10.6,-1.4,14.8
Cc1ccc(S(=O)(=O)N2CCOCC2)cc1C(=O)O,-5.1,-18.8,1.5,-6.2,5.8,0.8,3.1,5.2
CCOCCCNC(=O)C1CCN(S(=O)(=O)CC)CC1,-3.1,4.1,-1.0,-13.8,-8.5,-16.8,-2.5,4.7
COc1ccccc1N1CCN(C(=O)c2cc3c(C)nc4ccccc4c3o2)CC1,-6.6,14.8,1.6,-6.9,5.1,0.2,6.4,22.0
CN1CCN(c2oc(-c3ccco3)nc2S(=O)(=O)c2ccccc2)CC1,-8.8,11.3,-1.2,-21.8,-10.4,-14.5,-6.8,8.9
O=[N+]([O-])c1cc(/C=N/N2CCN(c3ccccc3)CC2)ccc1Cl,-8.1,-8.4,-2.2,-7.4,-7.0,-3.4,-1.3,19.9
Cc1c(C)c2ccc(OCC(=O)NC(Cc3ccc(Cl)cc3)C(=O)O)cc2oc1=O (stereo unspecified),-0.5,-7.7,2.8,-13.8,-7.1,-2.2,-0.5,-204.4
COc1ccc(OCCCC(=O)NCCc2nc3ccccc3[nH]2)cc1,-1.8,0.9,4.5,-18.2,2.3,-1.2,0.6,-19.8
O=C(NC(=S)Nc1ccc(S(=O)(=O)Nc2nccs2)cc1)c1ccc(F)c(F)c1,-4.5,-0.6,0.1,23.3,-0.3,0.2,-5.6,24.6
COc1ccc(-c2c(C(C)=O)c(C)nc3sc4c(=N)n(N)cnc4c23)cc1,0.8,12.4,-7.2,0.2,8.9,1.4,3.4,5.1
NS(=O)(=O)c1ccc(NC(=O)C2Cc3ccccc3CN2C(=O)c2ccco2)cc1 (stereo unspecified),14.7,9.1,-11.6,-16.6,-7.4,3.4,-4.1,-9.8
COc1ccc(S(=O)(=O)Nc2ccc3c(c2)C(=O)N([C@H](C)CO)C[C@H](C)[C@@H](CN(C)C(=O)NC(C)C)O3)cc1,-5.1,2.5,0.4,-13.7,-9.9,3.4,2.9,5.4
CC1(C)NC(=O)N(CCOCCSc2ccccc2)C1=O,-4.1,-0.2,2.2,1.3,3.9,-1.7,3.0,16.3
COc1ccc(C(CNC(=O)c2cccc(S(=O)(=O)Nc3ccc(C)cc3)c2)N2CCCCC2)cc1 (stereo unspecified),-6.3,17.2,-4.4,-11.8,-15.8,-0.9,10.2,12.5
NNc1nnc2c3cc(F)ccc3n(CCc3ccccc3)c2n1,-8.4,16.5,-0.2,17.0,4.9,-0.7,-20.2,51.6*
CCOC(=O)N1CCC(N2C(=O)c3ccc(C(=O)NCCOC)cc3C2=O)CC1,-5.4,5.1,1.7,-20.3,-5.4,-6.3,-2.8,10.1
COCCNC(=O)CN(Cc1ccco1)C(=O)CCC(=O)Nc1nccs1,-8.0,2.6,1.7,-2.7,-1.6,0.9,6.5,-1.0
C=CCN1N=C(/C=C/c2ccc(OC)cc2)CCC1=O,-0.1,5.5,2.9,-26.4,-6.3,-3.0,-10.1,5.1

# Reprinted at random: 3 records from the list
SMILES,A3G deaminase,Apaf-1 inh,SENP1 inh,SENP6 block,SENP8 block-1,SENP7 inh,UBC13 polyUb,SENP8 block-2
NNc1nnc2c3cc(F)ccc3n(CCc3ccccc3)c2n1,-8.4,16.5,-0.2,17.0,4.9,-0.7,-20.2,51.6*
C=CCN1N=C(/C=C/c2ccc(OC)cc2)CCC1=O,-0.1,5.5,2.9,-26.4,-6.3,-3.0,-10.1,5.1
CCOC(=O)N1CCC(N2C(=O)c3ccc(C(=O)NCCOC)cc3C2=O)CC1,-5.4,5.1,1.7,-20.3,-5.4,-6.3,-2.8,10.1

# Compounds as they come; any-hit rate near 3.6%.
